Compound activity as filed in PubChem.
RAD54 branch = inhibitors of human RAD54 branch migration. 360,000 tested, 0.14% active. Q92698. AID 602329. inhibition, % at 10.4 µM. RAD54 Holliday junction branch migration, FAM/BHQ fluorescence;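 active means mean normalized replicate activity at least 40 and at least half of replicates scoring 40 or more; inconclusive means only one of the two criteria met; inactive means mean below 40 and under half of replicates reaching 40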;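 further: 0% = median of neutral control wells and 100% = median of positive control wells; inhibitors cause a drop in the FAM fluorescence signal; in these data hits start at about 50%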
Target sequence (Q92698 whole entry, looked up): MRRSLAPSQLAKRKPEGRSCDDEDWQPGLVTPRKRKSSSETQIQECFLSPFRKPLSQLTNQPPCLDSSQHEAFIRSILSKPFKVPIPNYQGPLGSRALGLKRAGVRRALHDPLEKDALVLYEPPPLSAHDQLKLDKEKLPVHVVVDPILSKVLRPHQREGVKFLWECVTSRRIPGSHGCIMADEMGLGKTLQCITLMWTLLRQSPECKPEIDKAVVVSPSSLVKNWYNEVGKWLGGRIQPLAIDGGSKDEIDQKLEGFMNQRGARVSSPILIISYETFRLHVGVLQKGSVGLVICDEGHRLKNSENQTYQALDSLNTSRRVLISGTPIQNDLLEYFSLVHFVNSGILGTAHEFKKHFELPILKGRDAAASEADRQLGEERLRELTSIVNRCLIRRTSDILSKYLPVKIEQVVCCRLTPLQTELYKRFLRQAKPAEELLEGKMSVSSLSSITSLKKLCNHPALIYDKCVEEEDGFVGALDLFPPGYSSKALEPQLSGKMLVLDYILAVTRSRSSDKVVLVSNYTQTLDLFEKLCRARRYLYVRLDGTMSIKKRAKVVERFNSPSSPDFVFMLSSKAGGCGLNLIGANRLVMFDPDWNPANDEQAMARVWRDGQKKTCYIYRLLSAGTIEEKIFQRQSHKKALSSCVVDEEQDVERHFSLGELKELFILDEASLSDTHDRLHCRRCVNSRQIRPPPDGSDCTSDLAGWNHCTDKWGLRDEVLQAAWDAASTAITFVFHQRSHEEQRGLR
RAD52 anneal inh = RAD52 (human) annealing inhibition; recombinant RAD52 DNA annealing, FRET fluorescence; inhibition, % at 18.7 µM; 360,000 tested, 0.46% active;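 active means every replicate showing at least 50% inhibition; inconclusive means mean inhibition at least 50% but not in every replicate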
E-selectin induc = induces E-selectin expression in human endothelial cells; P16581; HUVEC E-selectin immunofluorescence imaging; normalized: neutral wells 0, TNF-alpha wells 100; activation, % at 7.58 µM; 260,000 tested, 0.37% active;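 active means mean E-selectin-positive cell signal at least 10% of the positive control, reached in at least 60% of replicates, without over 20% cell loss; inconclusive means no rule given, readout overlaps actives, possibly toxicity-flagged; inactive means the rest, including those meeting only one limit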;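 further: in these data hits start at about 27%; measured in HUVEC primary endothelial cells; signal is the percent of cells scored E-selectin positive by PE staining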
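assay system = HUVEC, human umbilical vein endothelial cells | input = 3,000 HUVEC seeded per well | medium = EGM-2 growth medium on 0.1% gelatin-coated wells | dosing = one compound dose added by pin transfer | signal = immunofluorescence imaging | read-out basis = % PE-positive cells | control set = TNF-alpha, DMSO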
esBAF inh = SWI/SNF esBAF complex inhibition; mouse ES cells, Bmi1-luciferase knock-in reporter, 24 h; 100% = twice the neutral-well signal; reporter increase, % at 12.5 µM; 350,000 tested, 2% active; in the data active means activation above about 40%; inconclusive means no clear call, values can overlap the other calls;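 further: 0% = median of the plate's neutral control wells and 100% = double that signal; a rise in the Bmi1 reporter signal indicates esBAF inhibition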
EWS-Fli inh = EWS/Fli transcriptional activity inhibition. A673 NR0B1-luciferase reporter, viability-normalised. inhibition, % at 12.6 µM. 350,000 tested, 0.67% active. AID 651661;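 active means mean inhibition of at least 50% after viability correction, with every replicate also passing that limit; inconclusive means mean reaches 50% but only one of two replicates passes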;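 further: firefly luciferase signal divided by Alamar Blue viability fluorescence both relative to DMSO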
XiGFP reactiv = activators of X-chromosome reactivation in mouse fibroblasts | 360,000 tested, 0.055% active | activation, % at 7.58 µM | XiGFP mouse fibroblasts, % GFP-positive cells imaging, 3 d; cells co-treated with 5-aza-dC sensitizer; scaled so ellipticine positive control = 100%;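 active means mean normalized replicate activation at least 10% and every replicate at or above 10%; inconclusive means only one of the two criteria met; inactive means mean below 10% and not all replicates reach 10%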;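 further: 0% = median of on-plate neutral control wells and 100% = ellipticine 6 µM median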
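assay system = SV40-immortalized XiGFP fibroblast cells, line 68-5-11 | buffer or medium = DMEM plus 5-aza-dC sensitizer | doses = single-point pinned compound dosing | times = 3-day compound exposure, then 15 min fixation at room temperature | benchmarks = positive control ellipticine, 6 µM final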
FN deposition inh = fibronectin deposition inhibition | 350,000 tested, 0.086% active | inhibition, % at 12.6 µM | AH1F fibroblasts, Alexa488-fibronectin deposition fluorescence, overnight;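 active means mean inhibition across replicates of 30% or more, regardless of how many single replicates reach that level; inconclusive means mean under 30% yet at least half of replicates reach 30%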;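 further: positive control wells lacked labelled fibronectin entirely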
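Test system: AH1F fibroblast monolayer depositing Alexa488-labelled fibronectin into matrix. Input: 10000 cells per well. Technique: fluorescence, ex 485 nm, em 525 nm. Buffer or medium: DMEM plus 2% serum, read in PBS. Timing: 1 h cell adhesion before compound, then overnight fibronectin incubation. Compound: single dose, pinned. Read-out basis: inhibition from reduced deposited-fibronectin fluorescence.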
S100A4 inh HTS = blocks human S100A4 binding to myosin IIA peptide | inhibition, % at 10.7 µM | 360,000 tested, 0.14% active | AID 652163 | S100A4/TAMRA-MyoIIA peptide fluorescence polarization;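 active means mean inhibition of at least 70% across replicates, with every replicate also reaching that level; inconclusive means mean inhibition reaches 70% but some replicates fall short; inactive means mean inhibition below 70%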
Target sequence (P26447 whole entry, looked up): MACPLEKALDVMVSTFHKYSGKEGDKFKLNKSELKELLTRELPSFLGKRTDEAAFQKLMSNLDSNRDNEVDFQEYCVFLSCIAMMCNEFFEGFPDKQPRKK
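Test system – S100A4 monomer (human) · Compound – single-point compound testing · Schedule – 5 min incubation before reading · Probe or stimulus – TAMRA-labelled myosin IIA heavy-chain peptide probe, 5 nM · Benchmarks – neutral control DMSO, positive control TFP · Medium – Calcium-containing HEPES buffer, pH 7.2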
* = called active by the depositor; i = inactive; ? = inconclusive; . = not tested or not shown; & = joins results of further samples. This is a subset, so the mix of outcomes need not match the whole.

Order of results – RAD54 branch	RAD52 anneal inh	E-selectin induc	esBAF inh	EWS-Fli inh	XiGFP reactiv	FN deposition inh	S100A4 inh HTS
> COC(=O)C1=C(c2ccc(F)cc2F)C[C@@H]2CC[C@H]1N2C(=O)N1CCCCC1
  -8	-10	0.0	-11	-6	-0.1	-13	2
> COc1ccccc1-n1c(O)c(C=Nc2c(C)n(C)n(-c3ccccc3)c2=O)c(=O)[nH]c1=O
  10	2	.	-2	-2	.	.	-8
> CCN(CC)C(=O)c1ccc(NC(=O)c2ccc(N3CCCC3=O)cc2)cc1
  1	7	.	-1	-6	0.3	-3	2
> Cc1cc2c(C(C)C)c(O)c(O)c(C=O)c2c(O)c1-c1c(C)cc2c(C(C)C)c(O)c(O)c(C=O)c2c1O
  12	3	3.8	-45	58*	0.0	13	-9
> Cc1cccc(CC(c2cccc(C)c2)N(C)C)c1 (stereo not drawn)
  5	-6	0.0	-6	4	0.1	4	1
> C=Cn1ccnc1P(=S)(c1ccc(Cl)cc1)c1nccn1C=C
  0	2	.	1	-1	0.0	5	-1
> c1ccc(CNc2c3c(nc4ccccc24)CCC3)cc1
  25	-23	.	.	3	0.1	-10	-6
> COc1ccc2nc(-c3ccc(CN4CCC(n5nnc6ccccc65)CC4)cc3)c(-c3ccccc3)nc2c1
  .	-62	-0.2	.	28	-0.1	2	3
> Cc1[nH]c2ccccc2c1CCNCc1ccco1
  -5	-2	.	-3	.	0.0	7	-6
> NP(=O)(Oc1ccccc1Cl)Oc1ccccc1Cl
  .	-12	-0.2	.	8	0.0	-7	8
> CCC(=NCc1cccnc1)c1c(O)n(-c2ccccc2C)c(=O)[nH]c1=O
  -4	-36	-0.2	.	-5	0.0	0	-1
> CCCCN1CCC(C#N)(Nc2ccccc2)CC1
  -4	-14	.	-3	.	.	13	-8
> O=C1c2ccccc2-c2cc3ccccc3cc21
  .	-9	0.4	.	-32	0.0	-7	2
> CC(C(=O)c1c[nH]c2ccccc12)N1CCN(C(=O)c2ccco2)CC1 (stereo not drawn)
  .	-9	-0.6	.	-18	0.1	1	2
> COc1ccc2c3c([nH]c2c1)C(C)=NCC3
  14	30	-0.1	6	-6	-0.1	0	-5&-8
> Cc1ccc(C(=O)N[C@@H](C)CN2C3=NC[C@@H](Cc4ccccc4)N3C[C@H]2Cc2ccc(O)cc2)cc1Br
  .	31	0.1	.	24	0.0	6	2
> CC(CN1CCOCC1)C(C#N)(c1ccccc1)c1ccccc1 (stereo not drawn)
  .	-10	-0.3	-5	16	0.2	4	-4
> COC(=O)C1=C(c2ccccc2)C[C@@H]2CC[C@H]1N2C(=O)NCCS(C)=O (stereo partly drawn)
  -2	4	.	-3	0	0.1	-5	2
> Brc1cc2c(cc1CN1CCN(c3ccccc3)CC1)OCCO2
  -4	-14	.	6	0	0.1	-1	-8
> COCCNC(=O)N1[C@H]2CC[C@@H]1C(C(=O)OC)=C(c1ccc(-c3ccccc3)c(F)c1)C2
  -9	-11	-0.1	-12	6	-0.6	8	-1
> CCCCC(=O)N/N=C/c1c(O)n(Cc2ccc(F)cc2)c(=O)[nH]c1=O
  .	-114	?	.	4	0.0	6	-4
> NP(=O)(OCCCc1ccccc1)Oc1ccccc1Cl (stereo not drawn)
  0	-5	-0.1	3	6	0.1	-20	-1
> NC(=O)Cn1cc(C(=O)c2ccccc2F)c2ccccc21
  2	-2	2.8	1	-8	0.0	-3	-1
> Cc1cc(N2CCNCC2)nc2ccccc12
  -3	19	.	-2	4	0.0	-3	-3
> O=C(Nc1ccc(F)c([N+](=O)[O-])c1)N1C[C@H]2C[C@@H](C1)c1cccc(=O)n1C2
  -8	11	.	-7	.	0.0	-3	-12
> CC(C)(C)n1nnnc1C(c1cc2ccccc2o1)N1CCC2(CC1)C(=O)NCN2c1ccccc1 (stereo not drawn)
  -2	-27	-1.6	0	11	0.0	2	3
> CCC(=NCC1CCCO1)c1c(O)n(-c2ccc(OC)cc2)c(=O)[nH]c1=O (stereo not drawn)
  -21	-11	.	2	4	-0.1	-7	1
> C=CCn1c(O)c(C(C)=Nc2cccc(C(F)(F)F)c2)c(=O)[nH]c1=O
  .	-22	7.3	.	-4	-0.1	-1	1
> O=C1NCN(c2ccccc2)C12CCN(C(c1cc3ccccc3o1)c1nnnn1-c1ccc3c(c1)OCCO3)CC2 (stereo not drawn)
  2	-18	0.6	7	5	0.0	-6	-2
> CC(C)(C)n1nnnc1C(CCc1ccccc1)N1CCC2(CC1)C(=O)NCN2c1ccccc1 (stereo not drawn)
  3	-10	-1.6	2	9	0.0	-7	-3
> C[N+](C)(C)CC#CCN1CCCC1=O
  -1	-1	0.5	3	-7	-0.1	2	-2
> COc1ccc(OC)c(NC2=NCCCS2)c1
  .	-1	-1.0	.	7	0.1	6	-10
> CC(=O)N1N=C(c2cccnc2)CC1c1ccccc1O (stereo not drawn)
  -9	-15	.	-5	-7	0.3	-12	4
> CN(C)c1ccc(/C=C2/C(=O)NC(=O)N(Cc3ccco3)C2=O)cc1
  -11	-111	.	7	0	-0.1	-2	-43
> O=C(NCC1=C(c2cccc3ccccc23)C[C@@H]2CC[C@H]1N2Cc1ccco1)c1ccncc1
  -2	-11	0.1	-4	16	-0.2	3	-3
> CC(C)CC(=O)Nc1ccc(S(=O)(=O)N2CC3CC(C2)c2cccc(=O)n2C3)cc1 (stereo not drawn)
  0	-6	-0.3	-2	-1	0.0	3	3
> CCCCCCn1c(=O)c(C(=O)Nc2cnccn2)c(O)c2ccccc21
  .	-12	.	.	6	0.5	-16	0
> CCN1CCN(Cc2cc(OC)c3c(c2)OCO3)CC1
  -4	0	0.4	7	-7	0.0	-2	0
> C[C@H]1CN([C@@H](C)CO)C(=O)CCCn2nncc2CO[C@@H]1CN(C)C(=O)Oc1ccccc1
  3&-2	-9&-8	0.0	1&-3	11&-4	-0.1&0.1	2&8	-1&-16
> COC(=O)C1=C(c2ccc(OC)c(OC)c2)C[C@@H]2CC[C@H]1N2C(=O)NCc1ccc(F)cc1
  -2	1	0.0	0	4	0.0	1	-1
> COC(=O)C1C(C(=O)O)C2(Cl)C(Cl)=C(Cl)C1(Cl)C2(Cl)Cl (stereo not drawn)
  6	-11	0.0	.	-8	0.3	2	-7
> Cc1ccccc1CN1CCCN(Cc2ccc(Cl)cc2)S1(=O)=O
  4	-9	0.0	4	8	0.3	-6	3
> CC(=O)O[C@H]1CC[C@]2(C)C3CC[C@@]4(C)C(C[C@@H](O)[C@@H]4O)C3[C@@H](OC(C)=O)C[C@H]2C1 (stereo partly drawn)
  -1	-3	0.0	-5	4	-0.1	5	3
> O=[N+]([O-])NC1=NCN(Cc2ccco2)CN1Cc1ccco1
  .	-3	.	.	18	0.0	-13	3
> CC(=O)O[C@@H]1CC[C@]2(C)C3CC[C@@]4(C)C(C[C@@H](O)[C@@H]4O)C3[C@@H](OC(C)=O)C[C@H]2C1 (stereo partly drawn)
  .	-8	-0.3	.	2	-0.1	-2	0
> Cc1ccc(N=C(/N=C(\N)N[N+](=O)[O-])Nc2ccc(C)cc2)cc1
  6	-10	0.2	1	-17	0.2	0	1
> CCc1ccc(CN2CCCC(C(=O)c3sccc3C)C2)o1 (stereo not drawn)
  .	-11	0.2	-8	4	0.3	-4	-3
> O=C1Nc2ccccc2Oc2ccccc21
  -5	-2	.	0	1	0.1	1	6
> O=C(O)COc1cc(Cl)c(Cl)cc1Cl
  -6	-6	1.7	-2	4	0.1	-1	0
> O=C1NC(=O)N(Cc2ccc(F)cc2)C(=O)/C1=C\c1ccoc1
  -145	i	.	.	27	-0.1	0	-29
> C=CCCC[C@@H]1OC(=O)CNC(=O)C([C@@H](C)CC)NC(=O)[C@@H]2CCCN2C(=O)C([C@@H](C)CC)OC(=O)[C@H](Cc2ccccc2)N(C)C(=O)[C@H](C(C)C)NC(=O)C1(C)C (stereo partly drawn)
  -7	-6	0.2	2	-1	0.0	3	-1
> CC(=O)OC[C@]12CCC(C)=C[C@H]1O[C@@H]1[C@H](O)[C@@H](OC(C)=O)[C@@]2(C)[C@]12CO2
  -14	-4	.	-64	56*	.	.	0
> c1coc(CNCCc2c[nH]c3ccccc23)c1
  -2	-21	.	1	15	0.0	-8	-4
> CC1CCCN(CC(=O)c2ccc(Cl)c(Cl)c2)C1 (stereo not drawn)
  .	-10	0.2	.	4	-0.8	-4	3
> COc1ccc(-n2nnnc2C(c2ccnc3ccccc23)N2CCC3(CC2)C(=O)NCN3c2ccccc2)cc1 (stereo not drawn)
  5	1	4.4	-2	-3	0.2	-2	-3
> CCOC(=O)[C@]12Cc3cc(OC)ccc3[C@H]1N(CC(=O)OC)C(=O)c1ccccc12
  .	-10	0.0	.	2	0.2	-3	-15
> CCN(C(=O)CN1CC=C(c2ccccc2)CC1)c1c(N)n(Cc2ccccc2)c(=O)[nH]c1=O
  .	-32	.	.	-3	0.2	4	-2
> c1ccc(CCCN2CCN(CCOC(c3ccccc3)c3ccccc3)CC2)cc1
  20	12	0.7	-2	17	-0.1	-2	3
> COC(=O)C1=C(c2cc3ccccc3o2)C[C@@H]2CC[C@H]1N2C(=O)NCc1cccc2ccccc12
  -10	.	-0.1	1	0	1.2	-1	.
> CCC1C(c2ccccc2)NC(c2ccccc2)CC1(O)c1ccc(F)cc1 (stereo not drawn)
  2	4	.	-9	11	0.1	11	1

Other compounds:
Order of results – RAD54 branch	RAD52 anneal inh	E-selectin induc	esBAF inh	EWS-Fli inh	XiGFP reactiv	FN deposition inh	S100A4 inh HTS
> COc1ccc(SCC2CN(C)CCC2c2ccc(F)cc2)cc1 (stereo not drawn)
  .	13	-0.2	.	0	0.0	-9	-2
> COc1ccc(-n2c(-c3ccccc3F)nc3ccccc3c2=O)cc1
  -1	-10	0.0	3	6	0.1	-7	1
> Cc1cc(-c2ccccc2)cc(-c2ccccc2)[n+]1CCc1ccccc1
  11	7	-0.2	-50	42	1.2	8	2
> CCC(=O)OC(Cc1ccccc1)(c1ccccc1)[C@H](C)CN(C)C (stereo partly drawn)
  6	-3	.	15	4	.	.	-4
> N#Cc1cccc(-c2ccc([C@@H]3[C@H](CO)N4CCCCN(C(=O)Cc5cccnc5)C[C@@H]34)cc2)c1
  9	-15	-0.2	-2	-5	0.2	.	6
